# Screening data as filed in PubChem.
# EPAC1 agonist – qHTS for Agonist of cAMP-regulated guanine nucleotide exchange factor 3 (EPAC1): primary screen. Rap guanine nucleotide exchange factor 3 (Homo sapiens), O95398. EPAC1 agonist qHTS, biochemical assay; response scale: 100% = response to 6.5 mM cAMP. Potency, µM (doses to about 154 µM), inactives show top-dose activation, actives largely listed as activators. 360,000 compounds, 0.073% hits. AID 720707, 2013; note: potency is the fitted concentration of half-maximal effect; nearly all actives have a fitted effect of over 60% in size
# Target sequence (O95398 whole entry, looked up): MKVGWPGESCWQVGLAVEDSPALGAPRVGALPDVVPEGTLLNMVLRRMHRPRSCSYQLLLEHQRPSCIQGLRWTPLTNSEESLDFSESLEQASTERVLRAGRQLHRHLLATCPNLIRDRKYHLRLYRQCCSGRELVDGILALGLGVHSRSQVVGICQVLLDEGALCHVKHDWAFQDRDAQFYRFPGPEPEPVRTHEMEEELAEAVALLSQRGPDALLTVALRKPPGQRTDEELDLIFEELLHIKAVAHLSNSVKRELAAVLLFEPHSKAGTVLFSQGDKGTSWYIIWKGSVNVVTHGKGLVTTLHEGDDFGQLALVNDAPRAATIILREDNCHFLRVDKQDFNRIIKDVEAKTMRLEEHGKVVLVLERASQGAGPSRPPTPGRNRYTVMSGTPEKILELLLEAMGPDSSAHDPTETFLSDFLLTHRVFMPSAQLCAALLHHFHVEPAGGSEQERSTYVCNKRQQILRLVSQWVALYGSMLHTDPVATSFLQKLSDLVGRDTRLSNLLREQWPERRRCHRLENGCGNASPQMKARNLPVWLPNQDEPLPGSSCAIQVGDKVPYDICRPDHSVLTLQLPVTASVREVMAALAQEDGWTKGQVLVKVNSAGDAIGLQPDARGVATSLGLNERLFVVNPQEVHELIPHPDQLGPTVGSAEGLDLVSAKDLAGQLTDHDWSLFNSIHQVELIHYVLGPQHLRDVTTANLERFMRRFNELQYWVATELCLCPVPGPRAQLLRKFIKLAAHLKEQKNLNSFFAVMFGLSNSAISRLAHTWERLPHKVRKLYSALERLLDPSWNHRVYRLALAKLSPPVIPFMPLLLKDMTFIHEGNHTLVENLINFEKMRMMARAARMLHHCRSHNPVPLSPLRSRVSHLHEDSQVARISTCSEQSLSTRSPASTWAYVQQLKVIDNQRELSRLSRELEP
#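 EPAC1 100 nM, Rap1B–BODIPY-GDP 250 nM, unlabeled GDP 50 uM; compound titration; 5 min RT; kinetic read ex480/em540 at 5-min intervals ×30 min; data normalized to 6.5 mM cAMP agonist control.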
# PLK1 PBD block – qHTS for Inhibitors of PLK1-PDB (polo-like kinase 1 - polo-box domain): Primary Screen; Serine/threonine-protein kinase PLK1 (Homo sapiens), P53350; Plk1 PBD binding of FITC phosphopeptide, fluorescence polarization; Potency, µM, for inactives: max response, negative = inhibition, most hits filed as inhibitors; 360,000 compounds, 2.8% hits; note: potency is the fitted concentration of half-maximal effect; series mostly up to about 57 µM; % is set by controls: 0 for no effect and ±100 for the full control effect; nearly all actives have a fitted effect of over 65% in size
# WRN inhibitor – qHTS for Inhibitors of WRN Helicase; Bifunctional 3'-5' exonuclease/ATP-dependent helicase WRN (Homo sapiens), Q14191; WRN helicase unwinding, fluorescent forked duplex, kinetic; Potency, µM (top dose mostly 114 µM), inactives show at the top dose activity change, negative = inhibition, most hits filed as inhibitors; 360,000 compounds, 0.46% hits; AID 651768, 2012; note: potency is the fitted concentration of half-maximal effect; % is set by controls: 0 for no effect and ±100 for the full control effect; nearly all actives have a fitted effect of over 55% in size
#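 Enzyme (20 nM final) and test compound sit together 15 min at room temperature before substrate addition. Substrate is a single-forked duplex oligonucleotide (100 nM) labelled with fluorophore and quencher, with 2 mM ATP; helicase unwinding raises red fluorescence, read kinetically.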
# PI5P4Ka inh – qHTS for Inhibitors of phosphatidylinositol 5-phosphate 4-kinase (PI5P4K); Phosphatidylinositol 5-phosphate 4-kinase type-2 alpha (Homo sapiens), P48426; PI5P4Kalpha enzyme, ADP-Glo luminescence, 60 min; active compounds read low; max response, %; 330,000 compounds, 1.2% hits; active = max response of -50% or lower; inconclusive = between -30% and -50%; inactive = -30% or higher; note: value at the top dose of about 77 µM; % is set by controls: 0 for no effect and ±100 for the full control effect
#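 Quantitative HTS of the MLSMR library against PI5P4Kalpha with substrate. ATP added last at 5 microM final; room temperature, 60 minutes. Remaining ATP depleted, ADP converted and read as luminescence.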
# FUS suppressor – qHTS for Suppressors of FUS Proteinopathy: Primary screen using FUS-linked yeast assay; S. cerevisiae FUS-expressing, growth rescue, OD600, 24 h; Potency, µM (highest dose often 76.6 µM), without a hit: at the highest dose growth rescue (activation), actives largely listed as activators; 390,000 compounds, 0.24% hits;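 note: potency is the fitted concentration of half-maximal effect; plate controls were DMSO vehicle for no effect and reference control for full effect; nearly all actives have a fitted effect of over 55% in size; some results filed as inactive show a strong effect at the top dose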
#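 Galactose (2%) drives FUS expression in yeast precultured in raffinose; seeding density OD 0.005. Test compounds incubated 24hr at 30C and 99% humidity before absorbance at 600 nm was measured.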
# Abeta yeast res – qHTS for compounds that reverse cellular toxicity of Amyloid beta (A-beta) peptide in yeast: Primary Screen; yeast expressing A-beta42, growth rescue, OD600, 48 h; response scale: 0% DMSO, 100% iron-clioquinol control; Potency, µM (series often up to 46.1 µM), without a hit: at the highest dose growth rescue, hits mostly activators; 410,000 compounds, 0.063% hits; note: potency is the fitted concentration of half-maximal effect; nearly all actives have a fitted effect of over 55% in size
#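 Growth rescue measured by 600 nm absorbance after 48 h yeast culture at 30 C with compound. Values normalized between DMSO and an equimolar ferric chloride plus clioquinol control.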
# IL-2 act – qHTS of IL-2 Activators. IL-2 activation reporter assay, cell-based qHTS; stimulated with anti-CD3/CD4/CD28 beads; in transgenic mouse T cells. activation, % (series mostly up to about 46 µM). 360,000 compounds, 0.065% hits. AID 652025, 2013; in the data active = activation above about 50%; inconclusive = mostly about 30% to 49%; note: 0% is about no effect
#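 EGFP and DsRed fluorescence is measured by plate cytometry in unstimulated transgenic mouse T cells exposed to compound for 60 minutes, then stimulated 18 hours at 37 degrees C with anti-CD3/anti-CD4 beads plus anti-CD28.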
# EPAC1 antagonist – qHTS for Antagonist of cAMP-regulated guanine nucleotide exchange factor 3 (EPAC1): primary screen; EPAC1 GEF assay, Rap1b-BODIPY-GDP exchange fluorescence; Potency, µM (titrated, usually from 115 µM), inactives show at the top dose activity change, negative = inhibition, hits mostly inhibitors; 360,000 compounds, 0.14% hits;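 note: potency is the fitted concentration of half-maximal effect; plate controls were vehicle for no effect and positive control for full effect; nearly all actives have a fitted effect of over 50% in size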
# Active calls of the source: *; u = inconclusive; x = no result given; & = joins results of further samples; [ ] = dose if it differs, or a comment. Unless noted, calls come from the whole dose curve; as a rule, active = well fitted curve in the direction sought with a large enough effect; inconclusive = small, poorly fitted or top-dose-only effect, or another doubt; inactive = no such curve, though single readings can be large; an effect the other way counts as inactive or inconclusive.
SMILES,EPAC1 agonist,PLK1 PBD block,WRN inhibitor,PI5P4Ka inh,FUS suppressor,Abeta yeast res,IL-2 act,EPAC1 antagonist
CN(Cc1cc2ccccc2[nH]c1=O)S(C)(=O)=O,12%,-9%,14%,x,6%,6%,-0.1,-17%
O=C(N(c1ccccc1)c1ccccc1)n1ccnc1,2%,-6%,-1%,x,18%,-17%,-1.3,11%
O=C1C2C3C=CC(CC3)C2C(=O)N1/N=C/c1ccccc1O (stereo unspecified),6%,-4%,-8%,x,-16%,6%,-1.0,0%
COc1ccc([C@H]2CN(Cc3ccccc3)C(=O)[C@@H]2CC(=O)Nc2ccccc2)cc1,-4%,-5%,-3%,1,31%,5%,-2.1,3%
CCCn1c(SCC(=O)c2c(C)[nH]c(C)c2C(=O)OCC)nc2ccccc21,-3%,-16%,-4%,0,x,26%,-0.5,-5%
O=C(NNc1c(Cl)cc(Cl)cc1Cl)C1CCC1,-13%,1%,4%,-4,x,6%,0.9,0%
COc1cc(C(C(=O)NC2CCCC2)N(C(=O)Cc2cccs2)C2CC2)cc(OC)c1OC (stereo unspecified),0%,u,8%,-2,1%,-14%,1.1,-7%
CCCCNCCS(=O)(=O)NCc1ccc(OC)cc1,-18%,-5%,5%,2,10%,-7%,0.1,-25%
CCOC(=O)Cc1cc(=O)n2[nH]c(C(C)(C)C)cc2n1,-2%,-8%,7%,4,-4%,-5%,-0.9,3%
CCC(C)(C(=O)NC1CCCC1)N(Cc1ccco1)C(=O)Cc1cccs1 (stereo unspecified),4%,-1%,-3%,0,15%,16%,-2.6,17%
CCn1c(SCC(=O)Nc2ccc(S(N)(=O)=O)cc2)nnc1-c1cccc(OC)c1,12%,-21%,-8%,-10,0%,1%,-0.3,13%
Cc1ccc(C(=O)c2cncc(Br)c2)cc1,5%,-12%,0%,-2,-6%,-10%,2.0,-2%

# In the list so far, these contain nitrogen in an aromatic ring:
SMILES,EPAC1 agonist,PLK1 PBD block,WRN inhibitor,PI5P4Ka inh,FUS suppressor,Abeta yeast res,IL-2 act,EPAC1 antagonist
CN(Cc1cc2ccccc2[nH]c1=O)S(C)(=O)=O,12%,-9%,14%,x,6%,6%,-0.1,-17%
O=C(N(c1ccccc1)c1ccccc1)n1ccnc1,2%,-6%,-1%,x,18%,-17%,-1.3,11%
CCCn1c(SCC(=O)c2c(C)[nH]c(C)c2C(=O)OCC)nc2ccccc21,-3%,-16%,-4%,0,x,26%,-0.5,-5%
CCOC(=O)Cc1cc(=O)n2[nH]c(C(C)(C)C)cc2n1,-2%,-8%,7%,4,-4%,-5%,-0.9,3%
CCn1c(SCC(=O)Nc2ccc(S(N)(=O)=O)cc2)nnc1-c1cccc(OC)c1,12%,-21%,-8%,-10,0%,1%,-0.3,13%
Cc1ccc(C(=O)c2cncc(Br)c2)cc1,5%,-12%,0%,-2,-6%,-10%,2.0,-2%

# Continuation.
SMILES,EPAC1 agonist,PLK1 PBD block,WRN inhibitor,PI5P4Ka inh,FUS suppressor,Abeta yeast res,IL-2 act,EPAC1 antagonist
CCOC(=O)C1CCCN(C(=O)COC(=O)c2ccc(C#N)cc2)C1 (stereo unspecified),-5%,-2%,-2%,-6,-3%,-9%,2.9,23%
COCC(=O)N1CCc2ccc(NC(=O)c3ccccc3Cl)cc2C1,21%,6%,0%,-2,-11%,-5%,-0.1,-1%
CC(C)(C)NC(=O)COC(=O)c1snc(C(=O)NC2CCCCC2)c1N,10%,-9%,9%,x,36%,-10%,-3.4,-11%
CC(CC(=O)NC1CCCC1)c1ccccc1 (stereo unspecified),12%,-4%,-1%,7,-3%,18%,-1.6,0%
COc1ccc(NC(=O)N(C)C[C@H]2Oc3c(NC(=O)C4CCCCC4)cccc3C(=O)N([C@H](C)CO)C[C@@H]2C)cc1,-17%,-7%,-7%,2,26%,-8%,0.2,4%
O=C(CN1C(=O)NC2(CCCCC2)C1=O)Nc1ccccc1N1CCCCC1,-1%,-8%,-2%,2,-11%,-13%,1.8,-16%
COC1CCCN(Cc2c(C(=O)N3CCN(C4CCCCC4)CC3)nc3ccccn23)C1 (stereo unspecified),2%,-9%,8%,5,8%,7%,-0.9,12%
CC1=CC(=O)C(C(C)C)=C/C1=N/OS(=O)(=O)c1ccccc1,-3%,-17%,-12%,-2,26%,-92%[inhibitor],-0.4,-29%
O=[N+]([O-])c1ccc(-n2cccn2)c(-c2nn[nH]n2)c1,-16%,-3%,3%,-7,-26%,8%,-2.9,-3%
Cc1onc(-c2ccccc2Cl)c1C(=O)Nc1ccc(N2CCOCC2)cc1,-3%,-8%,-4%,-6,u,15%,1.3,9%
CC(=O)OC1(C(C)=O)CCC2C3CC(C(F)(F)F)C4=CC(=O)CCC4(C)C3CCC21C (stereo unspecified),-1%,-8%,-5%,-1,24%,-2%,0.0,-11%
Clc1ccc(-c2nc3c4ccccc4ccn3c2Cc2ccccc2)cc1,-3%,6%,7%,-5,-7%,14%,-4.1,-2%
O=C(NCc1ccco1)C(NS(=O)(=O)c1cccc2nsnc12)c1ccccc1 (stereo unspecified),13%,-2%&-10%,-2%,x,31%,2%,-1.2,-5%
CC(NC(=O)COC(=O)CCN1C(=O)C2CC=CCC2C1=O)c1ccc(Br)cc1 (stereo unspecified),-9%,1%,11%,-7,10%,-14%,0.3,0%
C#C[C@]1(OC(C)=O)CCC2C3CCC4=CC(=O)CC[C@@H]4C3CC[C@@]21C (stereo partly specified),-12%,-18%,1%,3,-5%,-24%,3.1,-18%
CC(C)CC1C(=O)N(Cc2cn(CCC3OCCO3)nn2)CCS(=O)(=O)N1Cc1ccc(-c2ccc(F)nc2)cc1 (stereo unspecified),-11%,-8%,-2%,-22,34%,10%,-2.3,-11%
Cc1cc(NC(=O)CCCn2nc([N+](=O)[O-])c(Cl)c2C)no1,-3%,-7%,-11%,0,-7%,-6%,-0.7,-9%
CCN(CC)C(=O)CN1CCC(c2nc3cc(C)c(C)cc3[nH]2)CC1,7%,-5%,0%,3,14%,4%,0.0,0%
Cc1cc(N2CCOCC2)nc(N2CCOCC2)n1,3%,-19%,1%,0,-14%,-3%,0.4,0%
O=CN1N=C(c2ccccc2)CC1c1ccccc1[N+](=O)[O-] (stereo unspecified),-12%,-3%,6%,-4,x,4%,-0.7,4%
COC(=O)c1ccc(NC(=O)CN(c2ccc(OC)cc2)S(C)(=O)=O)cc1,11%,-9%,3%,x,15%,4%,2.7,4%
COc1ccccc1-c1cc2ccccc2[nH]1,17%,-8%,-6%,2,16%,2%,-0.8,-2%
COc1cc(C(C)=NNC(=O)c2ccncc2)ccc1O,-5%,5%,5%,-5,4%,-12%,0.2,-3%
O=C(CCN1CCOCC1)Nc1ccccc1,4%,2%,8%,x,-7%,6%,0.3,7%
OCCCNc1nc(-c2ccccc2)c2cc(Cl)ccc2n1,8%,-13%,-2%,3,10%,-2%,0.2,-29%
CS(=O)(=O)NN1C(=O)c2ccccc2NC1c1cc2ccccc2nc1Cl (stereo unspecified),0%,-12%,-2%,-2,22%,-1%,1.2,10%
O=C(NCCC1CCCCN1S(=O)(=O)c1cccs1)C(=O)Nc1cccc(F)c1 (stereo unspecified),1%,-3%,4%,-6,x,6%,0.4,-2%
COc1ccccc1NC(=O)c1ccc(S(=O)(=O)N(C)C)cc1,-3%,-9%,4%,0,-13%,6%,0.2,-27%
CCN(Cc1ccncc1)C(=O)c1ccc(C)o1,0%,-3%,10%,2,6%,3%,-4.1,12%
CC(=O)c1cccc(S(=O)(=O)Nc2ccc(N3CCOCC3)cc2)c1,3%,-9%,-4%,-13,49%,-2%,0.1,10%
CCOC(=O)c1ccc(NC(=S)Nc2cc(C)cc(C)n2)cc1,-1%,-8%,0%,-13,0%,-2%,1.5,15%
CCCCn1nnnc1SCC(=O)c1ccccc1F,4%,-16%,9%,0,9%,-3%,1.1,-15%
O=[n+]1c2c(n([O-])c3ccccc31)CCC2,-4%,-24%,2%,-11,-22%,-3%,-1.0,-1%
CC1(C(=O)O)CC(C)(C(=O)O)CC(C)(C(=O)O)C1 (stereo unspecified),6%,-2%,2%,10,8%,-2%,1.7,-6%
Cc1ccc(S(=O)(=O)NCC(=O)Nc2ccc(C(F)(F)F)cc2)cc1,-7%,-6%,0%,x,2%,3%,1.5,11%
O=C(Nc1ccc(Cl)cc1)N1CCC(CO)(Cc2ccccc2)CC1,3%,2%,-4%,-2,9%,22%,-0.2,-10%
Cc1ccc(CCNC(=O)C2CC(c3ccccc3C(F)(F)F)=NO2)cc1 (stereo unspecified),3%,0%,10%,1,38%,4%,-0.4,3%
Cc1ccc(S(=O)(=O)N2CCOCC2)cc1C(=O)NCc1ccco1,-4%,-1%,-3%,x,9%,12%,4.1,3%
Cc1cccc(N2C(=O)CN(Cc3sccc3C)C2=S)c1,3%,0%,13%,6,x,-5%,-0.3,-10%
O=C(Nc1ccc2c(c1)OCO2)c1ccc2sc([C@@H]3O[C@H](CO)[C@@H](O)[C@H]3O)nc2c1,-3%,-12%,-4%,-2,-6%,-23%,1.1,-13%
CCOc1cc2[nH]c(=O)n(Cc3cccc(OC)c3)c(=O)c2cc1OCC,-5%,2%,3%,0,3%,5%,1.2,8%
Cc1ccccc1S(=O)(=O)Nc1nc2ccccc2nc1N1CCc2ccccc2C1,24%,u,-32%[57.1 µM],-2,17%,8%,2.2,-10%
CCc1c(O)nc(SCc2ccc(F)cc2)[nH]c1=O,1%,-5%,-11%,0,-12%,6%,-0.3,3%
CNc1nc(N)c([N+](=O)[O-])c(Nc2cccc(Cl)c2)n1,10%,0%,-3%,-4,-1%,-70%[inhibitor],0.6,-29%
O=C(N=C1SC2CS(=O)(=O)CC2N1CCc1ccc(F)cc1)C1CCCCC1 (stereo unspecified),-15%,4%,1%,6,-33%,6%,-0.5,-1%

# This is a random part of the collection (roughly 4.1% active in at least one column).
